Screening results from PubChem BioAssay.
M5 PAM: CHRM5 positive allosteric modulation; P08912; CHO-K1 hM5, Fluo-8 calcium, ACh EC20 PAM; 0% = ACh EC20, 100% = ACh EC100; activation, % at 3 µM; 0.3% of 360,000 active;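 active = activation above the run cutoff, the mean activation of all test compounds plus 3 SD, cut at about 18% in these data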
Target sequence (P08912 whole entry, looked up): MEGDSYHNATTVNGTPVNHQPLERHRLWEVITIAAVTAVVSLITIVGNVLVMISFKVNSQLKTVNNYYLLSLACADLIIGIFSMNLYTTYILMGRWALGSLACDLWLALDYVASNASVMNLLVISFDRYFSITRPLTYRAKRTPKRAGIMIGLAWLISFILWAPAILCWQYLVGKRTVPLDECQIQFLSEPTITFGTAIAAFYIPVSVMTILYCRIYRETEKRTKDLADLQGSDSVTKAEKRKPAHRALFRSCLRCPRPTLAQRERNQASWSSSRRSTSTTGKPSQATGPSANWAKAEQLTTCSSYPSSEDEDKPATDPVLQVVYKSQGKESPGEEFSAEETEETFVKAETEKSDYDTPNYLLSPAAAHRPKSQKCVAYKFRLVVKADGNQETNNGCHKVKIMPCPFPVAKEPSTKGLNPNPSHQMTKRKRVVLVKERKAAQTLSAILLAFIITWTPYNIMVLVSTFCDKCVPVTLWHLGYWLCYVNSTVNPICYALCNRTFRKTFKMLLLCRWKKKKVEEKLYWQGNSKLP
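System: CHO-K1 cell line with stable human muscarinic M5 receptor expression | Also added: EC20 acetylcholine as agonist stimulus | Compound: One concentration, 3 µM final (nominal) | Timing: Fluo-8 loading 80 min at 37 °C plus 30 min room temperature | Measured by: Fluo-8 calcium dye fluorescence, kinetic read | Read-out basis: % activation, ACh-normalized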
TAAR1 ag: human TAAR1 agonism. Q96RJ0. activation, % at 3 µM. CHO RD-HGA16 TAAR1, Fluo-8 calcium fluorescence; vehicle wells 0%, saturating PEA agonist 100%. 0.99% of 360,000 active. AID 624467;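 active = activation above the mean activation of all test compounds in the run plus 3 SD, cut at about 38% in these data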
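Signal – calcium-sensitive Fluo-8 signal, excitation 470-495, emission 515-575 nm · System – RD-HGA16 (CHO) cells co-expressing Gα16 and hTAAR1 · Incubation – 17-24 h seeding, 75 min 37 °C dye, 30 min RT · Compound dosing – 3 µM single concentration · Repeats – no replicates (n 1)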
CHRM5 agonist: CHRM5 agonism in calcium assay; CHO-K1 hM5 cells, Fluo-8 calcium fluorescence; 0% DMSO wells, 100% maximal acetylcholine response; 0.19% of 360,000 active; activation, % at 3 µM; AID 624037;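 active = activation above the run's mean over test compounds plus 3 SD, cut at about 23% in these data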;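 also: signal is peak over basal fluorescence ratio across the kinetic read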
CRFR2-BP ag: agonists of human CRF-binding protein/CRF-R2 receptor complex; HEK293 CRF-R2/CRF-BP, calcium dye fluorescence (FLIPR); percent of saturating CRF peptide response; activation, % at 13.2 µM; 0.46% of 350,000 active; AID 588473;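 active = activation of at least 50%, plus an integration ratio under a set limit after plate pattern correction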;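 also: plate controls were neutral control wells without compound for no effect and CRF at EC100 for full effect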
CHO-K1 Ca PAM: counter-screen for M1 PAMs: effect in parental CHO-K1 cells; 0.02% of 360,000 active; ATP EC20, Fluo-8 calcium fluorescence; 0% at ATP EC20, 100% at ATP max; activation, % at 3 µM;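 active = activation above the run cutoff, the mean activation of all test compounds plus 3 SD, cut at about 40% in these data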;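 also: peak over basal fluorescence ratio in a 140 s read after ATP addition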
CHRM4 PAM: CHRM4 positive allosteric modulation; CHO-K1 hM4/Gqi5, Fluo-8 calcium fluorescence, ACh EC20; 0% = ACh EC20, 100% = maximal ACh; activation, % at 3 µM; 0.4% of 360,000 active; AID 624126;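 active = activation above its plate's cutoff, the mean activation of sample wells plus 3 SD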; also: some results filed as inactive read as strong as hits
Target sequence (P08173 whole entry, looked up): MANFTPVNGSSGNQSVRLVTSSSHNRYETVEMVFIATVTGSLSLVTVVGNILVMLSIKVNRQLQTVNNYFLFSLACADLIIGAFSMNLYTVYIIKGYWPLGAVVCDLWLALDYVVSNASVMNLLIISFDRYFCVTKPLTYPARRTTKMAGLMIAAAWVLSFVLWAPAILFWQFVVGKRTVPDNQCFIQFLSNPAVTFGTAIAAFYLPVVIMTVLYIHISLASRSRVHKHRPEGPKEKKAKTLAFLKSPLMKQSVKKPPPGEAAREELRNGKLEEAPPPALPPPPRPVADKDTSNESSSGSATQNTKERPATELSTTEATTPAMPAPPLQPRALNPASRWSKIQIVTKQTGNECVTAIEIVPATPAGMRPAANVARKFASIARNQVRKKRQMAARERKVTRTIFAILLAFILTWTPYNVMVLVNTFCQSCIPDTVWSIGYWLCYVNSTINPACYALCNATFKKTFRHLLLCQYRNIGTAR
CRFR2-BP antag: blocks CRF-induced signaling of the CRF-BP/CRF-R2 complex | HEK293 CRF-R2/CRF-BP, CRF-induced calcium fluorescence | inhibition, % at 11.8 µM | 0.59% of 350,000 active;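 active = inhibition of the ligand-induced calcium signal above about 50% at the single tested concentration, limit read from the data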
M5 antag: CHRM5 antagonism in calcium assay. P08912. CHO-hM5 cells, Fluo-8 calcium fluorescence, ACh EC80. inhibition, % at 3 µM. 0.59% of 360,000 active. AID 624040;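 active = inhibition above a per-plate cutoff, the mean of that plate's test compounds plus 3 SD, cut at about 27% in these data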;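 also: 0% = acetylcholine EC80 with DMSO and 100% = DMSO without agonist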
TAAR1 antagonist: antagonists of human TAAR1. 1.5% of 360,000 active. CHO RD-HGA16 TAAR1, Fluo-8 calcium fluorescence, antagonist. Q96RJ0. inhibition, % at 3 µM;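 active = inhibition above a per-plate cutoff, the mean inhibition of test compounds on that plate plus 3 SD, cut at about 49% in these data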;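 also: 0% = DMSO plus EC80 beta-PEA response and 100% = DMSO alone without agonist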
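test system = CHO RD-HGA16 cells bearing hTAAR1 | replication = singlicate | controls = DMSO-only wells and EC80 β-PEA-stimulated wells | reagent = EC80 β-phenethylamine stimulus | read-out basis = percent inhibition of PEA-evoked calcium signal, max/basal emission ratio | schedule = seeding 17-24 h prior, 75-min 37 °C, 30-min RT dye loading | signal = kinetic Fluo-8 calcium fluorescence measurement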
Numbers without * were called inactive; / = no result given.

SMILES	M5 PAM	TAAR1 ag	CHRM5 agonist	CRFR2-BP ag	CHO-K1 Ca PAM	CHRM4 PAM	CRFR2-BP antag	M5 antag	TAAR1 antagonist
Cc1noc(-c2ccc(Cl)cc2)c1C(=O)O/N=C(\N)c1ccc(C(C)(C)C)cc1	-3.0	2.6	-7.1	0.7	2.9	10.8	-2.4	7.2	-10.2
CC(C)OCCCNC(=O)C1CC(=O)N(CCc2ccc(F)cc2)C1 (stereo unspecified)	-7.5	-0.5	-4.9	0.3	9.0	-2.8	-5.0	15.9	2.7
COC(=O)CCNC(=O)Cn1cnc2sc3c(c2c1=O)CCCC3	-12.6	9.7	4.4	-4.6	4.8	-7.5	7.4	1.6	7.8
Cn1c(-c2cc(Br)ccc2O)n[nH]c1=S	-0.5	4.6	-1.6	0.4	0.9	12.6	-7.1	-9.7	5.5
COc1cccc(-c2cnc3c(NC(C)=O)cc(-c4cc(F)ccc4OC)cn23)c1	-7.2	4.2	-1.6	/	-9.3	-1.3	/	5.8	56.7*
COc1ccccc1NS(=O)(=O)c1ccc(NC(C)=O)cc1	-4.4	8.7	3.7	-0.3	-1.8	-2.5	-0.2	5.6	-11.5
CC1CCc2c(C(=O)N3CCN(S(=O)(=O)c4cccs4)CC3)csc2C1 (stereo unspecified)	-3.4	8.5	-1.7	0.6	8.3	6.2	-9.0	2.7	-1.5
COc1ccc(/C=C/C(=O)Nc2ccccc2C(=O)N2CCCC2)cc1	-7.1	10.4	0.6	4.9	13.4	-6.7	9.1	4.0	7.1
CCN(C(=O)CSc1nc2nc(C)cc(C)n2n1)c1ccccc1	5.4	4.3	0.2	2.0	28.9	6.2	9.1	-5.8	-19.9
N#CC1(Cc2ccccc2Cl)c2ccccc2C=CN1C(=O)c1ccccc1 (stereo unspecified)	-12.2	0.8	-3.3	-0.1	16.3	-6.1	-14.7	13.1	4.9
COc1ccc(NC(=O)NCCCCc2ccccc2)c(OC)c1	5.0	-0.2	-0.7	-1.4	8.7	7.2	10.8	-3.7	-11.5
CCOc1ccc(-n2c(=O)c3sccc3n(CC(=O)NCc3ccco3)c2=O)cc1	2.6	3.1	-0.5	-1.5	26.5	13.5	5.4	-1.3	-11.2
CC(C)NC(=O)C1(C)CCCCN1Cc1cccc(C(F)(F)F)c1 (stereo unspecified)	-0.9	5.2	0.7	/	3.9	3.8	/	1.9	-25.1
C=CCN1C(=O)C2(c3ccccc31)C1CCCC=C1C(C#N)=C(N)C2(C#N)C#N (stereo unspecified)	1.3	12.9	-1.8	-1.1	13.8	-0.1	-15.1	-3.1	-4.1
CCOC(=O)N1CCN(C(=O)/C(=C/c2ccc(N(C)C)cc2)NC(=O)c2ccccc2)CC1	2.9	2.0	0.9	-0.7	11.1	7.1	-5.7	-6.7	-16.8
COC(=O)c1cccc(Oc2nc3c(c(=O)n(C)c(=O)n3C)n2Cc2ccc(C)cc2)c1	6.9	-2.0	1.1	-0.9	10.5	0.8	22.0	-10.9	-17.6
COCCN1C(=O)N[C@@H](c2ccccc2)[C@H](C(=O)OC)[C@H]1C	1.9	-0.6	1.7	-3.0	6.5	5.9	2.0	7.8	10.8
Cc1cccc(-n2nc(C(=O)c3ccco3)cc(-c3nc4ccccc4[nH]3)c2=N)c1	2.0	18.7	-0.6	0.9	9.8	7.8	-9.1	0.7	24.9
COc1ccc(/C=N/NC(=O)CCn2nc(C)cc2C)cc1	7.5	5.2	-1.5	-3.7	14.9	17.0	3.3	2.1	11.2
C=CCNC(=O)C12CCC(C)(C(=O)C1Br)C2(C)C (stereo unspecified)	1.6	0.1	-1.4	0.3	20.6	-3.1	5.0	-4.5	8.1
CCNC(=O)CN(CCc1ccccc1)S(=O)(=O)c1ccc(OC)cc1	5.0	7.2	-0.1	-0.3	5.8	7.9	-9.5	-2.9	-0.3
CCOC(=O)N1CCN(C(=S)NC(=O)c2cccc(OC)c2)CC1	0.8	1.8	3.8	-0.8	-19.8	6.6	-0.4	4.2	0.7
COc1ccc(CC(=O)O/N=C(\N)c2ccc(C)cc2)cc1	-3.7	-1.1	-0.2	0.1	-7.9	-8.8	-1.0	6.8	9.4
CC1(Oc2ccc3ccccc3c2)CCN(Cc2ccc(OC(F)(F)F)cc2)C1 (stereo unspecified)	-4.1	-0.9	-0.7	/	-9.4	6.2	/	-3.7	-15.9
O=C(O)C1(c2ccccc2)CCN(S(=O)(=O)c2cccs2)CC1	-1.5	0.5	-1.2	4.5	-0.4	-0.4	-3.7	12.8	-6.5
SMILES	M5 PAM	TAAR1 ag	CHRM5 agonist	CRFR2-BP ag	CHO-K1 Ca PAM	CHRM4 PAM	CRFR2-BP antag	M5 antag	TAAR1 antagonist
CN(C(=O)CSc1nnc(-c2ccco2)o1)C1CCCCC1	-2.1	7.0	-3.2	0.2	19.2	1.1	4.0	3.8	-19.1
Cc1cccc(C(=O)NCC(c2ccco2)N2CCc3ccccc32)c1 (stereo unspecified)	-2.0	0.1	-7.1	-5.0	12.0	-0.9	40.4	0.6	6.4
CN(c1ccccc1)S(=O)(=O)c1ccc2c(c1)oc(=O)n2C	-6.5	0.8	-5.7	0.2	-1.0	-3.3	58.9*	4.8	-22.3
CCN1C(=O)/C(=C\c2cn(CCC#N)nc2-c2ccc(F)cc2)SC1=S	1.1	0.7	-0.1	3.6	18.4	1.6	-5.7	-4.8	-1.5
CCOC(=O)CSc1nc2c(c(=O)n(C)c(=O)n2C)n1Cc1ccccc1F	-3.7	0.3	-1.7	-1.6	-5.9	-0.5	-16.1	-6.2	-5.7
COc1ccc(CCNC(=O)c2cccc(NS(=O)(=O)c3ccccc3F)c2)cc1OC	-4.7	1.9	-2.4	-1.1	12.2	-5.9	-5.1	5.2	9.2
CCN(CC)S(=O)(=O)c1ccc(Cl)c(C(=O)Oc2cccnc2)c1	-3.9	0.2	-3.2	2.5	-5.7	4.8	7.1	0.0	-0.1
COc1ccc(NC(=O)N2CCC(n3nnc4cc(C)ccc43)CC2)cc1	-10.2	13.2	0.2	-0.8	1.6	-1.3	-11.9	-1.8	-0.6
Nc1ccc(S(=O)(=O)Nc2nccc(/C=C/c3cccc([N+](=O)[O-])c3)n2)cc1	-1.3	0.9	-0.2	-1.1	2.6	1.6	4.5	2.2	3.0
O=S(=O)(c1ccccc1)c1nc(-c2ccco2)oc1N1CCCCCC1	3.5	12.8	-2.0	-3.3	17.2	3.5	-0.5	-4.0	7.2
CC(=O)Nc1cccc(-c2ccnc3c2CC(C)(C(=O)NCCN(C)C)O3)c1 (stereo unspecified)	-3.1	0.5	0.9	/	21.0	0.6	/	2.0	-9.5
CCc1nc2ccc(C(=O)Nc3cccc(NS(C)(=O)=O)c3)cn2c1N(C)Cc1nccn1C	-3.8	1.1	-1.1	/	-1.8	-3.3	/	1.0	-14.6
CC(=O)NCCC1CCN(C(=O)c2cc(COc3ccc(C)nc3)on2)CC1	-3.2	1.8	-3.9	-0.2	-1.8	11.2	-0.2	13.1	-3.1
Cc1cc(C)nc(Oc2ccc(Br)cc2Br)n1	-3.5	5.7	-2.1	-3.0	-2.3	-9.0	6.1	-8.2	-24.8
CCOc1cc(CNS(=O)(=O)c2ccc3c(c2)CC(=O)N3C)cc(OCC)c1OCC	1.3	2.7	-4.8	1.5	1.4	1.9	-1.6	2.5	-17.4
COc1ccc(C(=O)Nc2nc3c(s2)Cc2cc(OC)ccc2-3)cc1	0.8	14.5	4.7	-0.2	-3.2	-0.2	-0.3	-2.4	-9.0
CC(C)(Oc1ccc(Cl)cc1)C(=O)NCc1n[nH]c(=O)c2ccccc12	-2.2	8.3	3.7	-0.1	-5.2	-2.9	-2.6	-4.8	21.1
O=C(CN(C(=O)CCC(=O)Nc1nccs1)c1ccccc1F)NCCc1ccccc1	-5.0	2.3	-1.9	0.5	25.6	-0.1	-29.3	14.1	7.7
COc1ccc(-c2cc(=O)c3c(OC)c(OC)c(OC)c(OC)c3o2)cc1	-5.8	1.7	1.1	-2.2	8.1	-2.5	3.5	6.8	34.1
CCOC(=O)C1=C(O)CSC1=Nc1cccc2ccccc12	6.0	-1.0	-0.7	-1.5	-2.3	11.2	-15.4	-2.1	6.8
CSc1nc(N)n2nc(C)cc2n1	-4.1	0.3	-0.6	/	17.9	0.8	/	8.5	-12.3
CC(C)NC(=O)CSc1nc(N)c(-c2ccccc2)c(=O)[nH]1	9.4	7.1	-2.2	0.8	3.7	0.4	8.0	-1.3	7.4
COC(=O)c1c(-c2ccccc2)[nH]c(-c2nccc3ccccc23)c1C(=O)OC	-0.4	3.4	0.1	-1.0	9.9	-1.3	-15.6	-1.6	-8.8
Cc1ccc(S(=O)(=O)ON=C2CCN(S(=O)(=O)c3ccccc3)CC2)cc1	-1.6	6.2	-3.4	0.6	7.2	6.6	6.5	0.0	-6.2
Cn1c(=O)c2c(nc(Sc3ncnn3CC(=O)NC(C)(C)C)n2C)n(C)c1=O	4.7	6.0	-0.9	-1.1	24.9	5.4	4.3	1.6	3.3

Single records, as listed above. Order of values: M5 PAM | TAAR1 ag | CHRM5 agonist | CRFR2-BP ag | CHO-K1 Ca PAM | CHRM4 PAM | CRFR2-BP antag | M5 antag | TAAR1 antagonist
O=S(=O)(c1ccccc1)c1nc(-c2ccco2)oc1N1CCCCCC1 as listed: 3.5 | 12.8 | -2.0 | -3.3 | 17.2 | 3.5 | -0.5 | -4.0 | 7.2
Cc1cc(C)nc(Oc2ccc(Br)cc2Br)n1 as listed: -3.5 | 5.7 | -2.1 | -3.0 | -2.3 | -9.0 | 6.1 | -8.2 | -24.8

Next records.
SMILES	M5 PAM	TAAR1 ag	CHRM5 agonist	CRFR2-BP ag	CHO-K1 Ca PAM	CHRM4 PAM	CRFR2-BP antag	M5 antag	TAAR1 antagonist
CCCn1ncc(CN2CCC(N3CCC(C(=O)N4CCOCC4)CC3)CC2)c1C	16.3	3.3	4.6	-0.8	7.8	-6.8	13.4	-9.0	-18.8
CSCc1cc(N2CCOCC2)nc(SCc2ccc(Cl)c(Cl)c2)n1	-8.0	-0.6	1.8	4.2	-12.5	-2.8	-22.6	8.5	-8.1
C/C(=N/NC(=O)CNC(=O)c1ccc2c(c1)OCO2)c1ccc2c(c1)CCCC2	-0.1	-0.5	-1.8	0.7	-17.0	4.8	-29.7	9.9	-2.9
CCOc1ccc2[nH]c(=O)c(CN(CCO)Cc3nnnn3CCc3ccccc3)cc2c1	2.6	12.9	-1.1	1.6	23.4	-3.4	-4.1	-3.6	1.3
CCCCNC(=O)C1(C)CCN1C(=O)c1sccc1C (stereo unspecified)	-1.7	2.3	-0.4	/	12.8	6.0	/	-2.3	-23.9
CC(=O)n1c(C=Nc2ccccc2)c(O)c2ccccc21	-7.0	4.0	3.2	29.4	-6.5	5.5	-71.7	-0.5	12.6
O=C(CCCn1cnc([N+](=O)[O-])n1)Nc1ccc(Cl)cc1Cl	5.7	7.5	-0.7	-3.6	21.5	12.0	6.8	-9.1	-6.5
COc1ccccc1NC(=S)N1CCc2cc(OC)c(OC)cc2C1	-4.2	0.0	0.6	-0.3	-16.6	-10.1	5.2	1.8	4.2

Compounds as they come; any-hit rate near 4.2%.
